High-throughput results from PubChem.
HSF1 inh: HSF1 inhibitors in luciferase reporter cells, primary screen, cell-based, NIH3T3, luminescence; NIH3T3-HGL HSE-luciferase, MG132-induced, luminescence 8 h; stronger effect = lower value; activity change, negative = inhibition, % at 7.5 µM (by protocol); 300,000 compounds, 0.77% hits;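 active = more than half of replicate wells show activity change below -50%, luminescence cut by over half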;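 also: luciferase reports HSF-1 transcriptional activity via heat shock element; 0% = median of DMSO wells and -100% = zero luminescence signal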
GSK3 alpha inh: blockers of GSK3A enzyme activity – biochemical, luminescence, cell-free homogeneous, HTS, primary screen; 320,000 compounds, 0.1% hits; inhibition, % at 10 µM; GSK-3 alpha kinase, ADP-Glo luminescence, 60 min; Glycogen synthase kinase-3 alpha (Homo sapiens), P49840;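 in the data active = inhibition above about 50%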;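 also: GST-tagged GSK-3 alpha with peptide substrate and 25 µM ATP; 0% = DMSO neutral wells and 100% = GW8510 positive control wells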
Target sequence (P49840 whole entry, looked up): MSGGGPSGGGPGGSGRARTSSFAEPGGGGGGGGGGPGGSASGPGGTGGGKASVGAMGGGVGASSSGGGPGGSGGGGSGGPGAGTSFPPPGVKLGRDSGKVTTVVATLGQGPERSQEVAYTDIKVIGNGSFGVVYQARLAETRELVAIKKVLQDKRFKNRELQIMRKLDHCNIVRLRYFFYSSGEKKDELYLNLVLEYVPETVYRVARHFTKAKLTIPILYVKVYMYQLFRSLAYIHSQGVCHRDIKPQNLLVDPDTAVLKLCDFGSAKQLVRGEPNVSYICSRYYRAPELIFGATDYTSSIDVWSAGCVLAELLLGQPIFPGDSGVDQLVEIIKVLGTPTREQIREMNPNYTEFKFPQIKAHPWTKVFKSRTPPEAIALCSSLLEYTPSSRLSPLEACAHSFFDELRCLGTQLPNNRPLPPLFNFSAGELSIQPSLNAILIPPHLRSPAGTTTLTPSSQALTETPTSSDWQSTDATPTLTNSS
IEC-6 tox: cytotoxicity in IEC-6 intestinal epithelial cells, primary screen, cytotoxicity control for KLF5 inhibitor project, cell-based, luminescence; IEC-6 cytotoxicity, luminescence viability; inhibition, % at 5 µM; 290,000 compounds, 0.78% hits; AID 1825, 2009; in the data active = inhibition above about 22%;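 also: 0% = plate median of test compound wells and 100% = cytotoxic reference compound wells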
KLF5 inhibitor: KLF5 expression inhibitors, primary screen, DLD-1 cells, luminescence. DLD-1 KLF5 promoter-luciferase reporter. inhibition, % at 5 µM. 290,000 compounds, 0.23% hits;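 active = inhibition above a per-plate limit of that plate's mean compound inhibition plus 3 SD, cut at about 60% in these data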;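 also: 0% = DMSO wells and 100% = LY294002 at 200 µM; higher means less KLF5 promoter-driven luciferase light; inactives centre near -14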
DYRK1A inh: rat Dyrk1A kinase inhibitors, primary screen, biochemical, single point, plate reader | Dual specificity tyrosine-phosphorylation-regulated kinase 1A (Rattus norvegicus), Q63470 | inhibition, % at 12.5 µM | ADP-Glo luminescence, NFATc1 peptide | 310,000 compounds, 0.43% hits; in the data active = inhibition above about 50%;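 also: plate controls were vehicle with enzyme for no effect and no enzyme for full effect; many of its hits are not listed in these tables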
aSyn UTR inh: MLPCN primary screen, SNCA 5' untranslated region. AID 1813, 2009. 300,000 compounds, 0.82% hits. alpha-synuclein 5'UTR reporter, inhibitor activity. inhibition, % (tested at 7.5 µM); in the data active = inhibition above about 60%;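 also: H4 neuroglioblastoma cells stably carrying SNCA 5'UTR luciferase fusion; 0% = DMSO wells and 100% = positive control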
GSK3beta inhib: human GSK3beta kinase inhibitors, primary screen, biochemical, cell-free homogeneous, HTS. Glycogen synthase kinase-3 beta (Homo sapiens), P49841. GST-GSK3beta kinase, ADP-Glo luminescence, 60 min; stronger effect = lower value. activity score (negative = inhibition), % at 10 µM. 300,000 compounds, 0.038% hits. AID 2097, 2009;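 active = more than half of replicate wells score below -50%, meaning over 50% inhibition versus plate controls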;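 also: 0% = median DMSO wells and -100% = median GW8510 positive control wells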
Target sequence (P49841 whole entry, looked up): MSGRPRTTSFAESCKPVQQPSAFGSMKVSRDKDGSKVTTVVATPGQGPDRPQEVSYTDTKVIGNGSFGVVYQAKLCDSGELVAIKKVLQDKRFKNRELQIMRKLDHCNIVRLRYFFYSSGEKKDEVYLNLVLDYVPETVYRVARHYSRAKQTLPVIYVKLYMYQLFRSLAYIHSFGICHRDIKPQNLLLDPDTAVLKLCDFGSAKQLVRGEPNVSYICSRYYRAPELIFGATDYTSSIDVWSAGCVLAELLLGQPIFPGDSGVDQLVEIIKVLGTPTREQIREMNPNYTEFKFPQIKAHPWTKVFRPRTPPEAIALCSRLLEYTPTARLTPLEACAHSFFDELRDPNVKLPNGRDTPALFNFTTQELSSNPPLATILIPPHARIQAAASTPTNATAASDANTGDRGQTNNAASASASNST
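Test system: GST-tagged human GSK3beta kinase, cell-free; evaluation: activity score scaled between in-plate DMSO and GW8510 controls; measured by: ADP-Glo luminescence; incubation: 60 min reaction, RT; benchmarks: DMSO and 20 µM GW8510; reagent: peptide substrate plus 25 µM ATP (final); medium: Tris/MgCl2 kinase buffer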
Platelet DG rel: inhibitors of platelet dense granule secretion, primary screen, cell-based, MLPCN, human platelets. human platelet-rich plasma, SFLLRN dense granule ATP release, luminescence. inhibition, %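 (compounds screened at 7.5 µM in platelet-rich plasma)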. 300,000 compounds, 0.22% hits;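 active = mean replicate score, as percent of positive control, at or above 50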
HSF1 activator: HSF-1 activators, primary screen, NIH3T3-HGL cells, MG132 stress, luminescence, single point | NIH3T3-HGL HSF-1 luciferase reporter, 8 h; 100% = twice DMSO control signal | activation, % at 9 µM | 300,000 compounds, 1.7% hits | AID 504408, 2011;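 active = mean replicate activation of at least 50% with a set share of replicates each reaching 50%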;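 also: 0% = median of the neutral control wells and 100% = twice that signal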
HSP90 inh: HSP90 inhibitors, primary screen, cell lysate, luminescence | inhibition, % at 5.6 µM | AID 1789, 2009 | Rabbit reticulocyte lysate, luciferase refolding luminescence, 3 h | Heat shock protein HSP 90 (rabbit reticulocyte lysate; luciferase refolding) | 290,000 compounds, 0.91% hits;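 active = inhibition above the screen-wide mean plus 3 SD, computed separately per campaign, cut at about 16% in these data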;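 also: 0% = DMSO wells and 100% = 60 µM geldanamycin wells; inhibitors lower the luminescence because luciferase stays unfolded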
* marks the source's active call; other numbers are inactive results. An excerpt, so the mix of outcomes need not match the whole.

`CCOC(=O)c1sc(NS(=O)(=O)c2ccc(F)cc2)nc1C` gave HSF1 inh 5, GSK3 alpha inh -4, IEC-6 tox 1, KLF5 inhibitor -37, DYRK1A inh -2, aSyn UTR inh 10, GSK3beta inhib 2, Platelet DG rel -2, HSF1 activator -3 and HSP90 inh 0.
Screening COc1cccc(NC(=O)CSc2nc3c(sc4ccccc43)c(=O)n2CCN(C)C)c1 returned HSF1 inh 10, GSK3 alpha inh -2, IEC-6 tox 5, KLF5 inhibitor -15, DYRK1A inh 9, aSyn UTR inh -13, GSK3beta inhib 1, Platelet DG rel 4, HSF1 activator 8 and HSP90 inh 2.
Cc1cc(C)c2cc(CN(Cc3nnnn3C3CCCCC3)CC3CCCO3)c(=O)[nH]c2c1 (centres undefined) was read as HSF1 inh 0, GSK3 alpha inh 4, IEC-6 tox -4, KLF5 inhibitor -28, DYRK1A inh 7, aSyn UTR inh 2, GSK3beta inhib -2, Platelet DG rel 3, HSF1 activator 5 and HSP90 inh -2.
O=C1Nc2ccccc2/C1=C/C(=O)c1cccs1 was read as HSF1 inh -65*, GSK3 alpha inh -5, IEC-6 tox 3, KLF5 inhibitor -3, DYRK1A inh 5, aSyn UTR inh -9, GSK3beta inhib -2, Platelet DG rel 27, HSF1 activator -71 and HSP90 inh 3.
CC(=O)/C(=N\Nc1ccccc1Cl)Sc1cccc2cccnc12 was read as HSF1 inh 131, GSK3 alpha inh 1, IEC-6 tox 0, KLF5 inhibitor 4, DYRK1A inh -3, aSyn UTR inh 13, GSK3beta inhib 4, Platelet DG rel 5, HSF1 activator 143* and HSP90 inh -1.
Screening COc1ccc(C(=O)N/N=C(\C)CC(=O)Nc2ccccn2)cc1OC returned HSF1 inh 8, GSK3 alpha inh -1, IEC-6 tox 13, KLF5 inhibitor 10, DYRK1A inh -2, aSyn UTR inh 22, GSK3beta inhib 1, Platelet DG rel -5, HSF1 activator 2 and HSP90 inh -1.
O=C(c1cccc(S(=O)(=O)N2CCN(c3ccccc3)CC2)c1)N1CCCC(C(F)(F)F)C1 (centres undefined) was read as HSF1 inh 0, GSK3 alpha inh 0, DYRK1A inh -6, aSyn UTR inh -1, GSK3beta inhib -4, Platelet DG rel 2 and HSF1 activator -10.
Screening O=C(CN1C(=O)c2cccc3cccc1c23)NCc1cccnc1 returned HSF1 inh -3, GSK3 alpha inh 1, IEC-6 tox 6, KLF5 inhibitor -9, DYRK1A inh -1, aSyn UTR inh 11, GSK3beta inhib 1, Platelet DG rel 11, HSF1 activator 4 and HSP90 inh 3.
For O=C(O)c1cccc(NS(=O)(=O)c2cccc3nsnc23)c1 the results were HSF1 inh 2, GSK3 alpha inh -1, IEC-6 tox 3, KLF5 inhibitor -15, DYRK1A inh 4, aSyn UTR inh -5, GSK3beta inhib 3, Platelet DG rel 2, HSF1 activator -2 and HSP90 inh 1.
`Cc1nn(Cc2ccccc2Cl)c2sc(C(=O)NCc3ccc4c(c3)OCO4)cc12` gave HSF1 inh 4, GSK3 alpha inh 0, IEC-6 tox 1, KLF5 inhibitor -41, DYRK1A inh 2, aSyn UTR inh 28, GSK3beta inhib 5, Platelet DG rel -11, HSF1 activator 4 and HSP90 inh 2.
For COc1cc(NC(=S)N2CCCCC2C)cc(OC)c1OC (centres undefined) the results were HSF1 inh 0, GSK3 alpha inh 0, IEC-6 tox -2, KLF5 inhibitor -18, DYRK1A inh -1, aSyn UTR inh 20, GSK3beta inhib 1, Platelet DG rel 11, HSF1 activator 5 and HSP90 inh 1.
Screening CN(C(=O)CSc1nc2c(c(=O)[nH]1)CCCC2)C1CCCCC1 returned HSF1 inh 8, GSK3 alpha inh 1, IEC-6 tox 6, KLF5 inhibitor -10, DYRK1A inh -11, aSyn UTR inh -3, GSK3beta inhib 4, Platelet DG rel 7, HSF1 activator 14 and HSP90 inh 2.
Screening O=C(CSc1nnc(-c2ccccc2Br)o1)N1CCc2ccccc2C1 returned HSF1 inh 17, GSK3 alpha inh -2, IEC-6 tox -17, KLF5 inhibitor -25, DYRK1A inh -8, aSyn UTR inh -7, GSK3beta inhib 2, Platelet DG rel 2, HSF1 activator 44 and HSP90 inh -1.
`Cc1cccc(OCc2nc(-c3ccccn3)n[nH]2)c1` gave HSF1 inh -2, GSK3 alpha inh -3, IEC-6 tox 4, KLF5 inhibitor -26, DYRK1A inh 1, aSyn UTR inh -20, GSK3beta inhib 2, Platelet DG rel 1, HSF1 activator -3 and HSP90 inh 6.
For CCOc1cc(C(c2c(O)nc(SC)[nH]c2=O)c2c(O)nc(SC)[nH]c2=O)ccc1O the results were HSF1 inh 15, GSK3 alpha inh -4, aSyn UTR inh -14, GSK3beta inhib -2, Platelet DG rel 0 and HSF1 activator 4.
`Cn1c(SCc2cccc3ccccc23)nnc1-c1ccco1` gave HSF1 inh 2, GSK3 alpha inh 1, IEC-6 tox 3, KLF5 inhibitor -39, DYRK1A inh -4, aSyn UTR inh -36, GSK3beta inhib 1, Platelet DG rel 3, HSF1 activator 13 and HSP90 inh -1.
Screening CN(C)CCNc1nc(-c2ccccc2)c2c(c1C#N)CC(C)(C)OC2 returned HSF1 inh -6, GSK3 alpha inh -3, IEC-6 tox -3, KLF5 inhibitor -34, DYRK1A inh 10, aSyn UTR inh 30, GSK3beta inhib -1, Platelet DG rel -46, HSF1 activator -8 and HSP90 inh 3.
For CCOC(=O)C1=C(c2ccc(OC)cc2)C(=O)c2ccccc2C1=O the results were HSF1 inh 31, GSK3 alpha inh 1, IEC-6 tox -2, KLF5 inhibitor -10, aSyn UTR inh -17, GSK3beta inhib -2, Platelet DG rel 7, HSF1 activator 83* and HSP90 inh 87*.
CCOc1ccc(OCC)c(NC(=O)CCS(=O)(=O)c2ccc(Br)s2)c1 was read as HSF1 inh -3, GSK3 alpha inh 0, IEC-6 tox -6, KLF5 inhibitor -35, DYRK1A inh -6, aSyn UTR inh 0, GSK3beta inhib -2, Platelet DG rel 10, HSF1 activator 1 and HSP90 inh -1.
For Cc1c(C)c2ccc(OCC(=O)N(C)C3CCS(=O)(=O)C3)c(C)c2oc1=O (centres undefined) the results were HSF1 inh 1, GSK3 alpha inh 1, IEC-6 tox 4, KLF5 inhibitor -18, DYRK1A inh 2, aSyn UTR inh -1, GSK3beta inhib 0, Platelet DG rel -11, HSF1 activator -6 and HSP90 inh 2.
`Cc1cc(C)n2cc(CSc3nnnn3-c3ccccc3C)nc2n1` gave HSF1 inh 4, GSK3 alpha inh 0, IEC-6 tox -4, KLF5 inhibitor -21, DYRK1A inh -8, aSyn UTR inh -11, GSK3beta inhib 1, Platelet DG rel 2, HSF1 activator 2 and HSP90 inh -1.
Screening COc1cc(S(=O)(=O)Nc2ccc(C)cc2)ccc1N=Cc1c(C)c(C#N)c(=O)n(C)c1O returned HSF1 inh 33, GSK3 alpha inh -2, IEC-6 tox 1, KLF5 inhibitor -16, DYRK1A inh 0, aSyn UTR inh 17, GSK3beta inhib 0, Platelet DG rel 0, HSF1 activator 30 and HSP90 inh -2.
For O=C(NCc1ccco1)/C(=C\c1ccccc1)NC(=O)c1ccccc1 the results were HSF1 inh 3, GSK3 alpha inh 0, IEC-6 tox 7, KLF5 inhibitor -3, DYRK1A inh -4, aSyn UTR inh -5, GSK3beta inhib -4, Platelet DG rel 4, HSF1 activator -9 and HSP90 inh 4.
Screening O=C(Nc1cccc(S(=O)(=O)NC2=NCCC2)c1)c1cc(Cl)ccc1[N+](=O)[O-] returned HSF1 inh -3, GSK3 alpha inh -1, DYRK1A inh -8, aSyn UTR inh -5, GSK3beta inhib -3, Platelet DG rel 2 and HSF1 activator 9.
For NC(=O)C1(N2CCCCC2)CCN(C(=S)Nc2cc(F)cc(F)c2)CC1 the results were HSF1 inh -7, GSK3 alpha inh -2, IEC-6 tox -3, KLF5 inhibitor -18, DYRK1A inh 7, aSyn UTR inh 6, GSK3beta inhib -11, Platelet DG rel -2, HSF1 activator 5 and HSP90 inh 1.
`O=C(NCC1CCCO1)C1CC(=O)N(c2ccccc2)C1` (centres undefined) gave HSF1 inh -4, GSK3 alpha inh 1, IEC-6 tox -6, KLF5 inhibitor -28, DYRK1A inh -1, aSyn UTR inh -6, GSK3beta inhib -2, Platelet DG rel -4, HSF1 activator -2 and HSP90 inh -5.
Screening Cc1ccnc(SCCn2c(N3CCC(C)CC3)nc3c2c(=O)[nH]c(=O)n3C)n1 returned IEC-6 tox -7, KLF5 inhibitor 28, DYRK1A inh -1 and HSP90 inh -1.
Fc1ccc(C2CC(c3ccccc3)Nc3ncnn32)cc1 (centres undefined) was read as HSF1 inh -4, GSK3 alpha inh 0, IEC-6 tox -7, KLF5 inhibitor -41, DYRK1A inh 14, aSyn UTR inh 33, GSK3beta inhib -3, Platelet DG rel 1, HSF1 activator 4 and HSP90 inh -1.

Ordered by count of non-hydrogen atoms (highest first): part of the list above
Screening Cc1ccnc(SCCn2c(N3CCC(C)CC3)nc3c2c(=O)[nH]c(=O)n3C)n1 returned IEC-6 tox -7, KLF5 inhibitor 28, DYRK1A inh -1 and HSP90 inh -1.
For NC(=O)C1(N2CCCCC2)CCN(C(=S)Nc2cc(F)cc(F)c2)CC1 the results were HSF1 inh -7, GSK3 alpha inh -2, IEC-6 tox -3, KLF5 inhibitor -18, DYRK1A inh 7, aSyn UTR inh 6, GSK3beta inhib -11, Platelet DG rel -2, HSF1 activator 5 and HSP90 inh 1.
Fc1ccc(C2CC(c3ccccc3)Nc3ncnn32)cc1 (centres undefined) was read as HSF1 inh -4, GSK3 alpha inh 0, IEC-6 tox -7, KLF5 inhibitor -41, DYRK1A inh 14, aSyn UTR inh 33, GSK3beta inhib -3, Platelet DG rel 1, HSF1 activator 4 and HSP90 inh -1.
